Bioassay records as filed in PubChem.
AmpC no deterg – blocks E. coli AmpC beta-lactamase in detergent-free assay. P00811. AmpC nitrocefin hydrolysis, absorbance 480 nm, 0.0001% Triton. Potency, µM (series often up to 57.1 µM), without a hit: at the top dose activity change, negative = inhibition, actives largely listed as inhibitors. actives 0.52% (n = 330,000). AID 485341;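 also: potency is read from the fitted curve at half-maximal effect; plate controls were no compound for no effect and no enzyme for full effect; nearly all actives have a fitted effect of over 20% in size; some results filed as inactive show a strong effect at the top dose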
Target sequence (P00811 whole entry, looked up): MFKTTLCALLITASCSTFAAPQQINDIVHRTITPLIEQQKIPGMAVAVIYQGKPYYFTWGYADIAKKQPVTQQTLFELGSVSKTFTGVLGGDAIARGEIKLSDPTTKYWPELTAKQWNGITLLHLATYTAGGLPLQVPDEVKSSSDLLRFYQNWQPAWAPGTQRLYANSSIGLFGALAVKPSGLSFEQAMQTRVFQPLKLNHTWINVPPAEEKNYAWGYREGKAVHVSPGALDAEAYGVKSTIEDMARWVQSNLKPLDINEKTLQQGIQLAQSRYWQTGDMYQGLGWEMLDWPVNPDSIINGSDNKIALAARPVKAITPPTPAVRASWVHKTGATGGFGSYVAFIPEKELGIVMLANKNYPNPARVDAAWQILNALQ
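20 mM phosphate pH 7.0 + 0.01% (detergent screen) or 0.0001% Triton X-100; 5.3 nM AmpC reagent; cpd preinc 15 min RT; nitrocefin (800 uM stock) to start; A480 q20 s × 4 min; Activity was normalised to no-enzyme and no-compound control wells.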
HCMV inh – human cytomegalovirus inhibition; HFF cells, HCMV-luciferase reporter, 72 h; stronger effect = lower value; activity change, negative = inhibition, % at 57.5 µM; actives 4.5% (n = 410,000); AID 1259415; in the data active = activity change below about -60%; inconclusive = no clear call, values can overlap the other calls; inactive = above about -39%; also: % is scaled to controls: 0 for no effect and ±100 for the full control effect
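Two-dose cell screen: HFF monolayers treated with compounds and infected with luciferase-expressing HCMV at 1 PFU/cell, 72 h at 37C, then lysed for luciferase measurement.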
Cycloheximide cs – counter-screen hit for Shiga toxin inhibitors, cycloheximide. cell reporter, cycloheximide protein synthesis inhibition counterscreen. max response, %. actives 12% (n = 300,000). AID 2314; in the data active = max response mostly above about 13%, no sharp cut-off; inactive = mostly below about 14%; also: read at 38.3 µM for the half of the compounds with a filed dose; 0% is about no effect
AmpC inh detg – inhibitors of E. coli AmpC beta-lactamase with detergent; P00811; AmpC hydrolysis of nitrocefin, absorbance 480 nm, 0.01% Triton; Potency, µM (doses to about 114 µM), inactives show top-dose activity change, negative = inhibition, hits mostly inhibitors; actives 0.041% (n = 370,000); AID 485294;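 also: potency is read from the fitted curve at half-maximal effect; 0% = no-compound wells and -100% = no-enzyme wells; nearly all actives have a fitted effect of over 25% in size; some results filed as inactive show a strong effect at the top dose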
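AmpC (5.3 nM in the dispensed reagent) in 20 mM phosphate pH 7.0 with 0.01% (detergent screen) or 0.0001% Triton X-100 was preincubated with compounds for 15 min at room temperature. Nitrocefin was then added from an 800 uM solution, and hydrolysis was followed at 480 nm.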
Shiga inhibitor – blocks Shiga toxin action in Vero cells; Vero cells, Shiga toxin protein synthesis inhibition reporter; AID 2315; actives 9.2% (n = 290,000); inhibition, % at 38.7 µM; in the data active = inhibition mostly above about 28%, no sharp cut-off; inactive = mostly below about 43%; also: 0% is about no effect
FBPA Giardia inh – Giardia lamblia aldolase inhibition. AID 2451. A8B2U2. actives 0.71% (n = 290,000). purified Giardia FBPA. Potency, µM (highest dose often 59.6 µM), inactives show top-dose activity, negative = inhibition, actives largely listed as inhibitors; also: potency is read from the fitted curve at half-maximal effect; % is scaled to controls: 0 for no effect and ±100 for the full control effect; nearly all actives have a fitted effect of over 55% in size
Target sequence (A8B2U2 whole entry, looked up): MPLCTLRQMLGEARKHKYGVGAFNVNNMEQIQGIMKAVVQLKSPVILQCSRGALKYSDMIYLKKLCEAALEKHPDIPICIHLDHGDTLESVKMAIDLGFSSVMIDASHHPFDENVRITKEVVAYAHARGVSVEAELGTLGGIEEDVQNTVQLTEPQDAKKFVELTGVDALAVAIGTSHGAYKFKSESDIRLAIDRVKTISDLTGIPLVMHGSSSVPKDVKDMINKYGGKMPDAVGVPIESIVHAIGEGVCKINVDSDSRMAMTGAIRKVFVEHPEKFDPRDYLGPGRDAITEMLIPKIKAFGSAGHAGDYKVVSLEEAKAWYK
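Giardia FBPA (40 nM reagent) was preincubated 10 min at RT with compound (up to 57.5 uM final), then substrate plus GAPDH/TPI/NAD/arsenate coupling system with diaphorase/resazurin was added; resorufin fluorescence (525/598 nm) was read after 20 min.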
AMA1 RON2 block – disrupts binding of P. falciparum AMA1 to RON2; actives 0.2% (n = 360,000); AlphaScreen AMA1-biotinylated RON2 peptide binding; AID 720542; Potency, µM (highest dose often 58.2 µM), without a hit: at the highest dose activity change, negative = inhibition, usual class: inhibitors;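 also: potency is read from the fitted curve at half-maximal effect; 0% = vehicle wells and -100% = peptide control; nearly all actives have a fitted effect of over 45% in size; some results filed as inactive show a strong effect at the top dose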
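AMA1 (3D7) with his tag at 25 nM final met compounds first, then biotinylated RON2 peptide at 25 nM; detection used donor plus acceptor beads, 10 µg/mL apiece, read by AlphaScreen after 30 min at room temperature.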
* marks the source's active call; other numbers are inactive results; ? = inconclusive; · = no result given; & = joins results of further samples; [ ] = dose if it differs, or a comment. Unless noted, calls follow the shape of the dose curve; as a rule, active = well fitted curve in the direction sought with a large enough effect; inconclusive = small, poorly fitted or top-dose-only effect, or another doubt; inactive = no such curve, though single readings can be large; an effect the other way counts as inactive or inconclusive. The order is random. About 16% of those tested had a hit in this group.

SMILES	AmpC no deterg	HCMV inh	Cycloheximide cs	AmpC inh detg	Shiga inhibitor	FBPA Giardia inh	AMA1 RON2 block
COc1ccc(S(=O)(=O)N2CCN(Cc3cc(OC)c(OC)cc3OC)CC2)cc1	41.0%	-22.1	-2.2	-15.6%	-1.7	?	-0.2%
CC12CN(NC(=O)c3ccc(Cl)cc3)C3(C#N)CC1CCC23C (stereo not given)	-39.8%	-31.9	-3.8	-0.6%	-14.2	4.0%	5.9%
COc1ccccc1N1CCN(C(=O)/C=C/c2ccco2)CC1	2.5%	5.9	28.0*	-12.9%	37.1*	-11.8%	-5.9%
Cc1noc(C)c1CSCC(=O)Nc1nnc(CC(C)C)s1	-13.6%	20.6	-0.5	-6.6%	9.8	·	-7.9%
Cc1ccc(N(C(=O)Cn2nnc(-c3ccc(F)cc3)n2)C(C(=O)NC(C)(C)C)c2ccncc2)cc1 (stereo not given)	12.3%	?	10.2	2.0%	13.1	8.4%	18.9%
COc1ccc(/C(N)=N/OC(=O)CCCc2ccccc2)cc1OC	67.1%[activator]	22.1	26.7*	?	21.5	-0.1%	43.8%[activator]
COc1cc2c(cc1OC)-c1nncn1C(C)(C)C2	-2.8%	3.4	-5.8	10.6%	4.3	-16.8%	0.5%
Cc1ccc(C(=O)NC2CC3CCCC(C2)N3Cc2ccccc2)cc1 (stereo not given)	-0.2%	60.7	-2.4	-8.9%	14.6	11.8%	24.2%
CCC(=O)c1ccc(O)c(OC)c1	-11.7%	12.4	-1.2	-12.6%	-7.6	2.0%	5.7%
Cc1cccc(OCC(=O)NCC(=O)n2nc(C)cc2C)c1	-15.5%	1.5	-6.6	10.4%	-50.7	4.5%	-0.6%

5 compounds from above, ordered by count of non-hydrogen atoms, low to high:
SMILES	AmpC no deterg	HCMV inh	Cycloheximide cs	AmpC inh detg	Shiga inhibitor	FBPA Giardia inh	AMA1 RON2 block
CCC(=O)c1ccc(O)c(OC)c1	-11.7%	12.4	-1.2	-12.6%	-7.6	2.0%	5.7%
Cc1cccc(OCC(=O)NCC(=O)n2nc(C)cc2C)c1	-15.5%	1.5	-6.6	10.4%	-50.7	4.5%	-0.6%
COc1ccccc1N1CCN(C(=O)/C=C/c2ccco2)CC1	2.5%	5.9	28.0*	-12.9%	37.1*	-11.8%	-5.9%
COc1ccc(/C(N)=N/OC(=O)CCCc2ccccc2)cc1OC	67.1%[activator]	22.1	26.7*	?	21.5	-0.1%	43.8%[activator]
Cc1ccc(C(=O)NC2CC3CCCC(C2)N3Cc2ccccc2)cc1 (stereo not given)	-0.2%	60.7	-2.4	-8.9%	14.6	11.8%	24.2%

Carrying on.
SMILES	AmpC no deterg	HCMV inh	Cycloheximide cs	AmpC inh detg	Shiga inhibitor	FBPA Giardia inh	AMA1 RON2 block
COc1ccc(NC(=O)[C@@H](NC(=O)c2ccccc2F)C(C)C)cc1S(=O)(=O)N1CCOCC1	26.5%	26.2	-3.6	-13.9%	2.0	-2.9%	-9.6%
CC(=O)C1=C(O)C(=O)N(c2cccc(C(=O)O)c2)C1c1ccccc1F (stereo not given)	-13.7%	-23.4	-0.6	3.7%	7.3	-16.2%	-17.5%
Cc1ccc(C(=O)N/C(=C\c2cccs2)C(=O)NCCc2c[nH]c3ccccc23)cc1C	-46.0%	-3.8	-1.7	1.7%	-1.5	7.3%	?
Cc1ccc(NC(=O)c2cc(=O)[nH]c3ccccc23)cc1	-14.5%	17.9	-3.6	2.2%	-7.3	1.5%	13.2%
O=C(COc1ccc(S(=O)(=O)N2CCCC2)cc1)NCC1CCCO1 (stereo not given)	-20.2%	7.8	0.9	-6.9%	8.2	2.5%	1.3%
O=C(Cc1cccc2ccccc12)Nc1ccc(N2CCOCC2)cc1	-13.6%	0.4	7.1	-6.4%	1.8	-27.0%	-0.4%
O=C(Nc1cccc(F)c1)c1ccc(S(=O)(=O)N2CCOCC2)cc1	-23.0%	11.7	7.8	?	-4.8	8.3%	8.5%
COc1ccccc1NC(=S)N1CCC(NC(=O)NC23CC4CC(CC(C4)C2)C3)CC1	-1.0%	?	-1.1	4.3%	-11.7	3.3%	3.9%
COc1ccc(NC2CCCN(C(=O)CCc3cccc(Cl)c3)C2)cc1 (stereo not given)	61.0%[activator]	-24.0	6.4	?	1.4	-0.6%	-0.3%
C/C(CCC12CC3CC(CC(C3)C1)C2)=N\NC(N)=S	-37.1%	-36.9	-2.1	-14.2%	-8.2	-0.4%	63.0%[activator]
CC(C)(C)c1cc(C(=O)NCc2cccnc2)ccn1	18.4%	-29.8	-3.1	-6.0%	-3.3	-3.5%	0.1%
Cc1ccc(NC(=O)Nc2ccnc(-c3cccnc3)n2)cc1	-21.1%	-87.5*	9.2	-1.8%	4.9	-1.5%	-0.6%
CCOC(=O)c1cccc(C(=O)Oc2ccccc2)n1	-13.1%	-2.1	-2.6	?	-6.7	-0.7%	17.2%
CCc1cc(-c2n[nH]c(C)c2-c2nc3ccccc3n2C)c(O)cc1O	-58.7%	-71.4*	-1.2	2.3%	-13.4	?	87.3%[activator]
CCCCCCSc1cc(C)nc2ncnn12	21.9%	-23.8	2.7	5.4%	-10.9	0.7%	-5.7%
CC1CC(C)CN(C(=O)c2ccc3ccccc3c2)C1 (stereo not given)	-7.2%	-27.4	·	?	·	·	-3.1%
CC(=O)c1cc2c(cc1N/C(=N/S(=O)(=O)c1ccccc1)c1ccc(Cl)cc1)OCO2	-2.1%	-2.0&-0.5	4.5	5.8%&1.9%	4.3	-0.1%	37.9%[activator]
COc1ccc(C2/C=C\CN3CCC[C@H]3C(=O)N2Cc2ccc(F)cc2)cc1 (stereo not given in full)	29.0%	12.9	·	·	·	·	-11.2%
CCCCn1c(N)c(N(Cc2ccccc2OC)C(=O)c2cc(=O)[nH]c3ccccc23)c(=O)[nH]c1=O	-24.0%	-12.6	·	-9.9%	·	·	10.6%
Cc1ccc([N+](=O)[O-])c(OCCCNCC(C)O)c1 (stereo not given)	-1.2%[2.29 µM]	-15.4	17.1	-5.1%	-6.1	?	2.5%
Cc1ccc(S(=O)(=O)N2CCOCC2)cc1C(=O)NNC(=O)c1ccoc1C	1.2%	?	-1.0	-3.1%	10.6	0.4%	18.7%
CCc1cc(C(=O)NC2CCCN(Cc3ccccc3F)C2)n(C)n1 (stereo not given)	10.2%	-34.2	-0.7	-11.1%	-5.6	6.0%	-3.6%
COC(=O)C(O)(CC(=O)Nc1ccccc1OC)C(F)(F)F (stereo not given)	-3.4%	6.8	-2.1	-10.8%	-4.1	11.3%	11.9%
CN(C)CCN(C(=O)c1cccc(Cl)c1)c1nc2c(Cl)cccc2s1	-14.6%	?	-0.2	-3.0%	-9.3	-15.9%	6.4%
COc1ccccc1OCc1ccc(C(=O)NCC2CCCO2)cc1 (stereo not given)	-8.4%	0.0	·	3.5%	·	·	13.5%
CC1CCCCN1C(=S)NC(=O)c1cc(Br)ccc1Cl (stereo not given)	-14.7%	-24.1	·	5.4%	·	·	62.8%[activator]
COc1cccc(OCCOCCOc2ccc(C)cc2[N+](=O)[O-])c1	-14.3%	-13.7	-2.6	?	-4.5	-0.8%	9.6%
CN(C(=O)c1cccs1)c1ccc(OCC(=O)N2CCC(C(N)=O)CC2)cc1	-7.5%	?	-1.4	-0.9%	-9.0	3.8%	1.3%
COC(=O)c1cc(=O)[nH]c(SCc2cccc(C)c2)n1	-11.4%	33.9	-3.0	-8.4%	-19.2	0.5%	13.3%
O=C1CCC/C(=N/Nc2ccc(Cl)cc2)C1	-17.2%[11.4 µM]	4.0	29.3*	-4.6%	66.7*	?	23.5%
O=C(N/C(=C\c1ccc(Br)cc1)c1nc2ccccc2[nH]1)c1ccco1	-10.7%	-22.3	7.8	-4.6%	37.2	-0.6%	-10.3%
O=C(C(Cc1ccccc1)n1cccc1)N1CCc2ccccc21 (stereo not given)	-18.4%	14.9	3.1	?	3.7	-0.8%	-28.8%
Cc1nonc1C1CCCN1C(=O)c1cc(COc2cccc(C(F)(F)F)c2)on1 (stereo not given)	64.7%[activator]	10.6	27.6*	1.7%	23.7	-5.5%	0.0%
N#CC1=C(N)N2C(=C(C#N)C1c1ccccc1)Sc1ccccc12 (stereo not given)	-35.0%	·	5.3	?	-3.7	-11.4%	·
COc1ccc(NC(=O)CSc2ncn[nH]2)c([N+](=O)[O-])c1	-5.4%	?	10.9	-8.5%	-7.9	-2.0%	-11.0%
O=C(COC(=O)c1ccc[nH]c1=O)Nc1cc(S(=O)(=O)N2CCCCC2)ccc1Cl	-23.3%	-4.7	6.6	1.6%	11.3	3.4%	33.2%[activator]
COCCNC(=O)c1ccc2c(c1)S(=O)(=O)c1cc(Cl)ccc1C2=O	1.3%	4.5	·	-4.1%	·	·	9.4%
CC(=O)Nc1cc(NC(C)=O)cc(C(=O)NC(C)(C)C)c1	-5.2%	41.3	-2.5	?	-20.1	-2.7%	-1.1%
Cc1nc(C(=O)NNC(=O)Nc2ccccc2)cs1	-6.9%	13.5	12.6*	2.9%	17.7	-6.9%	63.0%[activator]
COc1ccccc1CN1C[C@@H]2C[C@@H](c3cccc(O)c3)N3CCC[C@@]23C1=O	32.5%	?	10.5	2.2%	24.7	0.5%	2.9%
NC(=O)c1c(NC(=O)c2c(F)cccc2F)sc2c1CCN(Cc1ccccc1)C2	6.6%	-16.0	8.3*	-14.1%	19.2*	?	4.4%
CCN1CCN(C(=O)CN(C)S(=O)(=O)c2ccc(Cl)cc2)CC1	-13.2%	0.2	-2.4	?	-9.3	1.5%	8.1%
Cc1ccc(CNc2ccc3c(c2)OCO3)cc1	·	·	42.1*	-5.2%	100.0*	?	?
CC1(C)CC(=O)C=C(Nc2ccc([N+](=O)[O-])cc2)C1	0.6%	50.0	-2.7	0.1%	-6.0	1.0%	9.1%
COc1ccc(-n2nc3c(c2NC(=O)C(C)Cl)CSC3)cc1 (stereo not given)	-32.6%	32.9	-3.0	-11.7%	-3.8	-0.3%	5.2%
NC1=NC(=Nc2cccc(Cl)c2)c2ccccc21	-19.8%	-11.5	-11.9	3.1%	19.0	-26.6%	19.5%
CCCCn1c(N)c(N(CCOC)C(=O)c2sc3cc(F)ccc3c2Cl)c(=O)[nH]c1=O	9.7%	-15.2	·	?	·	·	1.3%
COC(=O)[C@]1(C)N[C@H](CN(C)C(=O)Nc2ccc(C)cc2)[C@@H]2C(=O)N(Cc3ccccc3)C(=O)[C@@H]21	-6.8%	25.3	·	·	·	·	4.4%
Cc1ccc(Cn2ccc(-c3cnc(-c4ccccc4)s3)n2)cc1	-34.7%	?	29.6*	2.3%	68.7*	-4.7%	23.4%
